Compound activity: PubChem BioAssay, National Center for Advancing Translational Sciences (NCATS)
TCR activator: T cell receptor activation; Potency, µM (highest dose often 9.22 µM), inactives show at the top dose activation of IL-2 secretion, hits mostly activators; primary human leukocytes, anti-CD3, IL-2 HTRF, 48 h; AID 504894; 330,000 tested, under 10 active; note: % of control where 0% means no effect
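Using a-CD3 beads without co-stimulation, primary human leukocytes were exposed to compounds for 48 hr. An HTRF IL-2 kit measured the cytokine, with europium-to-d2 energy transfer producing emission at 665nm upon 320nm excitation.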
a7 integrin act: integrin-mediated muscular dystrophy alleviation activation. hit rate 0.064% among 350,000. Potency, µM (highest dose often 38.3 µM), without a hit: at the highest dose activation, most hits filed as activators. alpha7betagal myoblasts, beta-gal FDG fluorescence, 48 h;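 note: potency is the fitted concentration of half-maximal effect; 100% = response of the positive control SU9516; nearly all actives have a fitted effect of over 60% in size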
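Alpha7betagal+/- myoblasts (passage 13) were plated 16-24 hr, then exposed to compounds (1:260 dilution of DMSO stock) for 48 hours at 37C. After MPER lysis, β-galactosidase reporter activity was read as FDG fluorescence (ex 480/em 540) after 30 minutes.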
A-T KAP1 phos: potential ataxia-telangiectasia treatments restoring KAP-1 phosphorylation; […] A-T fibroblasts, KAP-1 phosphorylation AlphaLISA; neocarzinostatin DNA damage 30 min before lysis; Potency, µM (top dose mostly 57.5 µM), inactives show at the highest dose activation, most hits filed as activators; hit rate 0.19% among 320,000; AID 485349; note: potency is the fitted concentration of half-maximal effect; % of control where 0% means no effect; nearly all actives have a fitted effect of over 45% in size
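hTERT-immortalized A-T patient fibroblasts ([…]), 500 cells/well in OPTI-MEM, 1% FBS, got compounds for 60 min, then NCS for 30 min at 37C. Lysates were then assayed for phospho-KAP-1 by AlphaLISA (anti-pKAP1 donor, anti-KAP1 acceptor beads), 6 hr at 25C.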
ELG1 repair inh: blocks ELG1-dependent DNA repair in HEK293T cells. HEK293T ELG1-luciferase reporter, luminescence, 16 h; DNA damage induced by 5-fluorouridine. hit rate 2.3% among 330,000. Potency, µM (top dose mostly 46.1 µM), for the others: at the top dose activity change, negative = inhibition, usual class: inhibitors; note: potency is the fitted concentration of half-maximal effect; % is set by controls: 0 for no effect and ±100 for the full control effect; nearly all actives have a fitted effect of over 55% in size
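5-Fluorouridine DNA damage + compound/DMSO, 2,000 cells/well, 16 h, 37 °C/5% CO2. ONE-Glo, 30 min RT, luminescence. Readout = decrease in reporter signal.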
BRCA1 expr act: BRCA1 expression activation; MCF7-BRCA1-FFLuc reporter, luminescence, 48 h; response scale: scaled: vehicle 0%, 10 µM genistein 100%; Potency, µM (doses to about 46.1 µM), without a hit: at the top dose activation, hits mostly activators; AID 624202; hit rate 1.1% among 380,000; note: potency is the fitted concentration of half-maximal effect; nearly all actives have a fitted effect of over 80% in size; some results filed as inactive show a strong effect at the top dose
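Activators of BRCA1 expression were detected as increased firefly luciferase luminescence in engineered MCF7 cells after 48 h compound incubation. Signals were scaled to genistein 10 microM as full activation.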
MLL CXXC-DNA inh: inhibitors of human MLL CXXC domain-DNA interaction; MLL-CXXC / FITC-HOXA9 DNA fluorescence polarization; hit rate 0.037% among 290,000; Potency, µM (titrated, usually from 115 µM), for inactives: at the highest dose activity change, negative = inhibition, hits mostly inhibitors; Q03164; active = well fitted inhibition curve with a large enough effect in the polarisation, with a control signal flat, not every such curve was filed as active; inconclusive = small, poorly fitted or top-dose-only effect, or effect the other way, or a change in a side signal; inactive = no such curve, though single readings can be large or run the other way; the % refers to the polarisation; note: potency is the fitted concentration of half-maximal effect
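Fluorescence polarization: 7 uM MLL-CXXC (stock) preincubated 5 min with compounds, then 50 nM fluorescein-HOX-A9 DNA (stock) added; 30 min ambient. Buffer 50 mM Tris-HCl pH 7.5, 50 mM NaCl, 1 mM DTT, 0.05% BSA.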
TRPV1 ag: agonists of human vanilloid receptor 1 (TRPV1). Q8NER1. TRPV1-expressing cells, Fluo-8 calcium influx, agonist mode. activation, % at 8.33 µM. hit rate 0.19% among 320,000. AID 540275; in the data active = activation above about 80%; inconclusive = between about 30% and that limit; note: 0% is about no effect
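TRPV1-expressing cells were cultured overnight at 35.5C and loaded with Fluo-8 calcium dye for 40 to 90 min at room temperature. After a 10 s baseline, compound was added and calcium influx was read kinetically for 3 min (ex 480/em 520 nm).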
TSG101-PTAP inh: blocks PTAP/TSG101 interaction to inhibit HIV-1 budding; Q99816; Fluorescence polarization, FITC-PTAP peptide / Tsg101 binding; AID 493005; 340,000 tested, under 10 active; Potency, µM (doses to about 115 µM), inactives show at the highest dose activity change, negative = inhibition, hits mostly inhibitors; active = well fitted inhibition curve with a large enough effect in the main read-out, with a control signal flat, not every such curve was filed as active; inconclusive = small, poorly fitted or top-dose-only effect, or effect the other way, or a change in a side signal; inactive = no such curve, though single readings can be large or run the other way; note: potency is the fitted concentration of half-maximal effect; % of control where 0% means no effect
Target sequence (Q99816 whole entry, looked up): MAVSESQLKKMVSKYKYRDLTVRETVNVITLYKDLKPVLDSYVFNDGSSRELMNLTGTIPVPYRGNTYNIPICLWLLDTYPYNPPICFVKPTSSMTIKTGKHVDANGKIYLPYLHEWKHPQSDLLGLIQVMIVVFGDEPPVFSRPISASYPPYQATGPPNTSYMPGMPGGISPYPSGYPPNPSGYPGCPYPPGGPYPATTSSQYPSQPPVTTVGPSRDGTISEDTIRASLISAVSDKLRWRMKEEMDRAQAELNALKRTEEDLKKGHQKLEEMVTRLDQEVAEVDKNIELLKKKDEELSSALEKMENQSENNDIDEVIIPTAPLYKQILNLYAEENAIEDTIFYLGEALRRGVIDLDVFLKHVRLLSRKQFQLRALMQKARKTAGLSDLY
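Steps: Tsg101 binding domain dispensed (10 uM final), compounds pinned in DMSO, FITC-labeled PTAP-motif peptide added (50 nM final); after 20 min binding at room temperature, polarization measured.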
B2AR arrestin: agonists driving beta-arrestin recruitment to human beta2-adrenergic receptor; P07550; beta-arrestin recruitment to beta2AR, cell-based reporter; Potency, µM (titrated, usually from 46.1 µM), inactives show at the top dose activation, actives largely listed as activators; hit rate 0.02% among 330,000;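 note: potency is the fitted concentration of half-maximal effect; 0% = DMSO controls and full agonism = EC100 isoproterenol or metaproterenol; nearly all actives have a fitted effect of over 65% in size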
Target sequence (P07550 whole entry, looked up): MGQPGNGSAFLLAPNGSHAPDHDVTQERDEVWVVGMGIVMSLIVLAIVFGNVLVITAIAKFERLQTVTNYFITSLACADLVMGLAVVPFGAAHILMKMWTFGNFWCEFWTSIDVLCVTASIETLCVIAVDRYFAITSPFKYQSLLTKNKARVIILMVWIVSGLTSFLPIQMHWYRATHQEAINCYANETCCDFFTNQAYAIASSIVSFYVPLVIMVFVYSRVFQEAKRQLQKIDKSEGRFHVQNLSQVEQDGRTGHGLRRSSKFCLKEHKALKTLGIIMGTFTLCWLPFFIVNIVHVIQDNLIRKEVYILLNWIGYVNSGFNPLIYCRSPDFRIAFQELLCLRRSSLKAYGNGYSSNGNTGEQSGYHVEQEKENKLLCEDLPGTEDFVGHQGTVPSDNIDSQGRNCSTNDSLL
p53 reactivator: mutant p53 re-activation in reporter cells | H1299 p53-A138V BP100-luciferase reporter, luminescence, 24 h | Potency, µM (top dose mostly 92.2 µM), for the others: at the top dose activity change, positive = activation, hits mostly activators | hit rate 0.063% among 320,000 | AID 504706; note: potency is the fitted concentration of half-maximal effect; % of control where 0% means no effect; nearly all actives have a fitted effect of over 45% in size
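p53-null H1299 cells stably carrying temperature-sensitive p53-A138V and a BP100-luciferase reporter were pinned with compounds (4-point, 1:5 series) and held 24 hrs at 37 deg C. Luminescence was read 10 min after detection reagent.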
* marks the source's active call; other numbers are inactive results; ? = inconclusive; . = no result given; [ ] = another dose, or the depositor's remark. Unless noted, calls come from the whole dose curve; as a rule, active = well fitted curve in the direction sought with a large enough effect; inconclusive = small, poorly fitted or top-dose-only effect, or another doubt; inactive = no such curve, though single readings can be large; an effect the other way counts as inactive or inconclusive.

smiles,TCR activator,A-T KAP1 phos,TRPV1 ag,a7 integrin act,p53 reactivator,B2AR arrestin,MLL CXXC-DNA inh,TSG101-PTAP inh,ELG1 repair inh,BRCA1 expr act
CC(=O)Nc1ccc(S(=O)(=O)NCCC(=O)OCc2ccccc2F)cc1,-2%,3%,-2,11%,1%,0.1%,.,-2%,-7%,-31%
Fc1ccccc1Nc1nc2c(s1)CCc1ccccc1-2,6%[46.1 µM],.,-1,.,?,-2.8%,-7%,.,?,.
CCC(C)N(C(=O)CSc1nnc2ccccn12)C1CCS(=O)(=O)C1 (centres undefined),-1%,9%,3,?,1%,-0.4%,.,-9%,15%,-11%
O=C(O)C1CCCN1S(=O)(=O)c1cccc2nsnc12 (centres undefined),-2%,0%,2,28%,1%,-0.6%,-4%,-1%,-6%,6%
COCCN1C(=O)c2ccc(C(=O)NCc3cccnc3)cc2C1=O,-7%,0%,2,8%,17%,0.1%,-3%,-4%,-5%,-4%
Cc1cccc(OC(=O)c2cncc(Br)c2)c1,10%,0%,-1,-8%,1%,0.1%,-2%,-6%,-4%,3%
CCOC(=O)N1CCN(C(=O)CSc2ccc(-c3ccc(OC)cc3)nn2)CC1,-1%,-6%,-1,-39%,4%,-0.1%,6%,-5%,11%,15%
COc1ccc(Br)c(C(=O)Nc2cccc(S(=O)(=O)N3CCOCC3)c2)c1,-3%,5%,24,-9%,-17%,-1.2%,.,-8%,-4%,0%
COc1ccc(C(=O)Cc2cc(OC)c(OC)cc2C(=O)c2ccccc2F)cc1OC,-4%,2%,15,15%,-1%,-0.1%,?,-3%,?,-26%
CN1CCN(C2CC(=O)N(CCc3ccccc3)C2=O)CC1 (centres undefined),1%,-9%,-3,-3%,1%,-0.3%,-5%,-1%,0%,8%
CCOC(=O)NC(=O)CSc1nnnn1-c1ccccc1,3%,-4%,-1,-7%,0%,0.0%,1%,-10%,10%,0%
C/C(=N/NC(=O)CNc1ccc(Cl)cc1C)c1ccc(C)cc1,-3%,3%,4,3%,-4%,0.1%,-1%,-6%,6%,-33%
CNC(=S)N(CCc1c(C)[nH]c2ccc(C)cc12)Cc1cccnc1,5%,3%,-2,0%,4%,0.1%,2%,0%,-1%,-11%
Cn1c(Cl)nc2c1c(=O)n(Cc1cccc(Br)c1)c(=O)n2C,2%,-11%,0,0%,-5%,-0.1%,-2%,-9%,-3%,-5%
O=C(CSc1nc(C2CC2)nc2ccccc12)N1CCc2ccccc21,-2%,.,.,17%,.,.,.,-9%,.,0%
Cc1cc(C)c(S(=O)(=O)N2CCC(C(=O)OCc3c(C)noc3C)CC2)c(C)c1,-2%,-1%,0,-6%,-13%,0.0%,.,-1%,3%,-1%
COc1ccccc1C1=NC(c2ccccc2)CN1c1ccccc1 (centres undefined),-4%,28µM*,3,-21%,2%,0.3%,-4%,-1%,1%,-33%
COc1ccc(Cl)cc1NC(=O)C(C)N1CCc2ccccc21 (centres undefined),-2%,6%,10,0%,8%,-0.1%,1%,0%,-11%,-21%
CC(C)(C)c1ccc(C(=O)Nc2sc3c(c2C(=O)O)CCC3)cc1,-9%,-2%,12,-12%,-5%,-0.2%,?,0%,3.7µM*,-32%
O=C(Nc1cccc(C(=O)O)c1)/C(=C\c1ccc(F)cc1)NC(=O)c1ccco1,4%,-3%,0,8%,15%,0.2%,4%,2%,?,63%
Cc1ccc(CNC(=S)NCc2ccncc2)cc1,-7%,3%,?,-13%,-3%,-0.1%,6%,0%,-11%,0%
O=C(CNC(=S)NC(=O)c1ccccc1Br)c1ccccc1,-6%,2%,1,26%,2%,-0.3%,?,0%,14%,-11%
CCc1ncc(C(O)c2cccc3ccccc23)n1C (centres undefined),-1%,7%,2,5%,-1%,0.3%,-12%,0%,-11%,-23%
CCc1c(C)sc(NC(=O)c2ccoc2C)c1C(N)=O,.,0%,2,4%,-9%,0.0%,3%,-1%,27%,39%
COc1ccc(OCC(=O)Nc2cc3c(cc2C(=O)O)OCCCO3)cc1,4%,-1%,0,27%,0%,0.4%,-12%,-3%,7%,5%
COc1cc(NC(=O)CN2CCN(S(=O)(=O)c3ccc(C(C)C)cc3)CC2)cc(OC)c1,-1%,.,0,-15%,3%,-0.1%,-1%,-7%,?,-23%
Cc1ccc(C)c(NC(=O)CSc2nnc(C3CCCCC3)o2)c1,-4%,2%,-3,-2%,-4%,-0.8%,-3%,-4%,2%,2%
O=S(=O)(NC1CCCCC1N1CCN(c2ccc(F)cc2)CC1)c1ccccc1 (centres undefined),-1%,1%,-2,?,5%,0.0%,16%,-2%,?,-23%
CC(Sc1nc2ccccc2[nH]1)C(=O)NC1CCCCC1C (centres undefined),.,3%,?,27%,-10%,0.1%,13%,1%,3%,-41%
COC(=O)C(Cc1c[nH]c2ccccc12)NC(=O)c1ccc2nc[nH]c2c1 (centres undefined),1%,-2%,-3,17%,4%,-0.4%,.,1%,?,10µM*
Cc1snc(SCc2cccc(Cl)c2)c1C#N,-1%,6%,18,11%,2%,-1.0%,6%,0%,1%,10%
COc1ccc(-c2c(-c3cc(OC)cc(OC)c3)n(C)c3ccc(Br)cc23)cc1,7%,2%,-4,-12%,-18%,-0.2%,.,.,2%,-4%
CCOc1ccccc1NC(=O)c1cc(S(=O)(=O)NCc2ccco2)ccc1F,4%,-3%,-1,-5%,-1%,-0.7%,3%,-10%,?,-60%
CC(C)=C1C2CCC1C1C(=O)N(NC(=O)c3ccco3)C(=O)C21 (centres undefined),0%[46.1 µM],1%,-4,-7%,-4%,0.0%,7%,-9%,-9%,0%
O=C(c1cccnc1)N(Cc1ccccc1)C1(C(=O)Nc2ccccc2)CCCCC1,2%[46.1 µM],2%,7,2%,2%,-0.5%,4%,-1%,-2%,-13%
c1ccc2c(c1)OCC(c1nn3c(Cn4nnc5ccccc54)nnc3s1)O2 (centres undefined),-2%,4%,4,-12%,-3%,0.1%,-23%,-7%,?,-16%
CC(C)(C)c1nc(N)nc(=O)[nH]1,0%,8%,-14,22%,0%,3.4%,-5%,-3%,?,3%
O=C(O)CC(NC(=O)CC(c1ccccc1)c1ccccc1)c1cccc([N+](=O)[O-])c1 (centres undefined),9%,-2%,1,7%,3%,-0.1%,5%,-6%,4%,2%
CCn1cc(/C=C2\SC(=O)N(CC(=O)Nc3ccc4c(c3)OCO4)C2=O)c2ccccc21,0%,0%,1,-10%,2%,-4.5%,13%,-4%,-5%,-9%
c1ccc(C2=NNC(c3ccco3)=Nc3ccccc32)cc1,3%,15%,22,-21%,0%,0.1%,-6%,-4%,?,0%
O=c1cc(-c2cccc(Cl)c2)oc2cccc(O)c12,0%,0%,2,12%,7%,0.1%,-1%,-9%,21%,-29%
CCN1CCN(C(C)CCc2ccccc2)CC1 (centres undefined),.,-1%,-2,-30%,.,0.1%,-1%,-1%,-4%,-12%
Cc1cc(C)n(C(=O)Cn2nc([N+](=O)[O-])c(Br)c2C)n1,-5%,10%,-1,-53%[inhibitor],0%,0.1%,5%,-3%,2%,0%
CCOCCN1CCN(c2c3c(nc4cc(-c5ccc(F)cc5)nn24)CCC3)CC1,2%,5%,7,-2%,3%,-0.2%,-9%,-1%,?,5%
CC(=O)Nc1ccc(NC(=O)CSc2nnc(-c3ccc4c(c3)OCO4)o2)cc1,1%,-4%,.,7%,9%,0.0%,.,-5%,?,49%
Cc1ccc(OCC(=O)OCC(=O)NC2CCCC2)cc1C,-11%,-7%,2,29%,0%,-0.6%,.,-5%,15%,-21%
O=C(CN(C(=O)CCC(=O)Nc1nccs1)C1CCCC1)NCc1ccc2c(c1)OCO2,-6%,2%,1,6%,0%,-0.1%,0%,-3%,-3%,5%
COc1ccc2nc3oc(C(=O)N4CCN(c5ccccc5F)CC4)cc3cc2c1,4%,-4%,2,-12%,8%,-0.2%,7%,-3%,-5%,16%
COc1ccc(C2C(C(C)=O)=C(C)N=c3s/c(=C\c4ccc5c(c4)OCO5)c(=O)n32)c(OC)c1 (centres undefined),2%,.,.,45%,.,.,.,-5%,.,-27%
COc1ccc(CNC(=O)c2ccc(-c3ccccc3)cc2)cc1,-4%,2%,10,-10%,?,0.5%,2%,-6%,?,96%
Cn1c(SCC#N)nnc1-c1cnccn1,-4%[46.1 µM],.,-3,11%,11%,-0.4%,-6%,2%,5%,-5%
